SENP8 block-1: human SENP8 protease inhibitors, primary screen, biochemical, fluorescence, Nedd8 protein substrate, uHTS; Sentrin-specific protease 8 (Homo sapiens), Q96LD8; 360,000 compounds, 0.64% hits; recombinant SENP8; AID 602440, 2012; inhibition, % at 20 µM; in the data active means inhibition mostly above about 40%, no sharp cut-off; inactive means mostly below about 27%
Target sequence (Q96LD8 whole entry, looked up): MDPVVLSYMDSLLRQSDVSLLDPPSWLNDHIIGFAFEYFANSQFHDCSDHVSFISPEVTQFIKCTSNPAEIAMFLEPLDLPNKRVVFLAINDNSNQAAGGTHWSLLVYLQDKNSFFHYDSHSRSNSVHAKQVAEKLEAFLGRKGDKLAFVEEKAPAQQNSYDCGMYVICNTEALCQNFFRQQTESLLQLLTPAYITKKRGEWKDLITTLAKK
SENP7 inh: SENP7 protease inhibitors, primary screen, biochemical, luminescence, uHTS | AID 434973, 2010 | inhibition, % at 5 µM | recombinant SENP7, Z-RLRGG-aminoluciferin luminescence, 40 min | 330,000 compounds, 1.5% hits | Sentrin-specific protease 7 (Homo sapiens), Q9BQF6;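 active means inhibition above about 50% at the single test dose, limit read from the data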;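 further: plate controls were DMSO with enzyme for no effect and no enzyme buffer wells for full effect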
Apaf-1 inh: inhibitors of human Apaf-1 apoptosome, primary screen, biochemical, DEVD-Rh110 fluorescence, uHTS. reconstituted apoptosome caspase-3 activity. inhibition, % at 20 µM. 330,000 compounds, 0.71% hits; active means inhibition of at least 40% at 20 µM;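 further: plate controls were DMSO wells for no effect and DEVD-CHO caspase inhibitor wells for full effect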
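System: Apoptosome proteins | Medium: Hepes pH 7.5 with detergent and BSA | Also added: Cytochrome c trigger plus (Z-DEVD)2-Rh110 caspase-3 substrate | Incubation: 30 min compound preincubation, 50 min activation, room temperature | Detection: Rhodamine 110 fluorescence at Ex 480/Em 540 nm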
HKDC1 inhibitor: HKDC1 hexokinase inhibitors, primary screen, biochemical, fluorescence, uHTS; inhibition, % at 20 µM; 340,000 compounds, 0.16% hits; Q2TB90; recombinant HKDC1, G6PDH/diaphorase resazurin coupled fluorescence;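 active means inhibition above about 35% when tested at 20 µM, limit read from the data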;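 further: plate controls were DMSO wells with enzyme for no effect and DMSO wells lacking enzyme for full effect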
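test system = in-house recombinant HK5 (HKDC1) enzyme | amount = HKDC1 at 5 µg/mL | control set = DMSO-enzyme wells negative, buffer-substituted wells positive | compound = one dose of 20 µM, 1% DMSO | schedule = reaction time 90 min, room temperature, protected from light | technique = resorufin fluorescence at 613 nm | reagent = glucose with 1 mM ATP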
PfGluPho inh: PfG6PD enzyme inhibitors, primary screen, biochemical, fluorescence intensity, uHTS | glucose-6-phosphate dehydrogenase-6-phosphogluconolactonase (Plasmodium falciparum 3D7) | PfGluPho enzyme, NADPH resazurin-diaphorase fluorescence | 350,000 compounds, 0.78% hits | inhibition, % at 20 µM | AID 504690, 2011;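 active means inhibition reaching at least a set limit at 20 µM in the primary screen, cut at about 59% in these data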;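 further: 0% = DMSO wells with substrate and 100% = DMSO wells lacking glucose-6-phosphate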
SENP6 inh: SENP6 protease inhibitors, primary screen, biochemical, luminescence, uHTS | Sentrin-specific protease 6 (Homo sapiens), Q9GZR1 | Recombinant SENP6 catalytic domain, aminoluciferin luminescence | inhibition, % at 10 µM | 330,000 compounds, 1.8% hits | AID 2599, 2010;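 active means inhibition above about 50% at the single tested dose, limit read from the data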;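 further: plate controls were DMSO wells with enzyme for no effect and DMSO wells lacking enzyme for full effect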
Target sequence (Q9GZR1 628-1112 limits assumed): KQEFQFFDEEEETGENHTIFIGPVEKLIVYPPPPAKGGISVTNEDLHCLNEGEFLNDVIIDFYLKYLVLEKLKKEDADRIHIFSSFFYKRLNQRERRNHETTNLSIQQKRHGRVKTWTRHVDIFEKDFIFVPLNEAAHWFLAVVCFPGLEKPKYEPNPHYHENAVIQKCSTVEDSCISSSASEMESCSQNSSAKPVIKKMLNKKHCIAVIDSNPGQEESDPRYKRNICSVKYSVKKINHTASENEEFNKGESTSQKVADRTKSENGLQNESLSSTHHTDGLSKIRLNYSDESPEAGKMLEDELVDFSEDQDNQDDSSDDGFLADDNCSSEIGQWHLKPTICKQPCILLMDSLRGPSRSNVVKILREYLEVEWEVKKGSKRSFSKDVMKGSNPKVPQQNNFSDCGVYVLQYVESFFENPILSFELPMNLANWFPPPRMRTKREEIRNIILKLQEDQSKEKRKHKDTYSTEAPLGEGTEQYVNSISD
SENP1 FRET inh: human SENP1 catalytic domain inhibitors, primary screen, biochemical, FRET, uHTS | recombinant SENP1 catalytic domain, CyPet-SUMO1-YPet FRET cleavage | Sentrin-specific protease 1 (Homo sapiens), Q9P0U3 | inhibition, % at 10 µM | AID 624204, 2012 | 360,000 compounds, 0.21% hits;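 active means inhibition at least 30% at 10 µM, raw YFP signal under a set limit, fluorescence ratio 0.5 to 1.5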;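 further: 0% = enzyme with DMSO and 100% = no enzyme wells; some results filed as inactive read as strong as hits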
Target sequence (Q9P0U3 419-644 limits assumed): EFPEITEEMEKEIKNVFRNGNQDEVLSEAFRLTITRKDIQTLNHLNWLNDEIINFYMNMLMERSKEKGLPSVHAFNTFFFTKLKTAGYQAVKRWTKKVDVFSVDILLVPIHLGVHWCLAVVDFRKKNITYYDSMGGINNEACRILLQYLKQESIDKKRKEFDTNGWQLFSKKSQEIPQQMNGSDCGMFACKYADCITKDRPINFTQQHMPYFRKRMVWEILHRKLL
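Assay system: hSENP1 catalytic domain, recombinant. Amount: SENP1 enzyme, 20 pM final. Schedule: 50 min reaction, RT, dark. Technique: FRET, CFP and YFP emission. Control set: no-enzyme wells low, DMSO-plus-enzyme wells high control.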
SENP8 block-2: SENP8 protease inhibitors, primary screen, biochemical, luminescence; Sentrin-specific protease 8 (Homo sapiens), Q96LD8; purified SENP8, Z-RLRGG-aminoluciferin cleavage; inhibition, % at 10 µM; 330,000 compounds, 1.2% hits; AID 2540, 2010; in the data active means inhibition above about 50%
Starred values were filed as active, the others as inactive; . = no result given.

SMILES	SENP8 block-1	SENP7 inh	Apaf-1 inh	HKDC1 inhibitor	PfGluPho inh	SENP6 inh	SENP1 FRET inh	SENP8 block-2
CCCCCN(C(=O)CCC(=O)OCCOc1cccc(C)c1)c1c(N)n(CCCC)c(=O)[nH]c1=O	6	-11	2	2	11	-3	3	3
CC1CCCN(c2nc(N(C)c3ccccc3)nc(N)c2[N+](=O)[O-])C1 (stereo not drawn)	21	1	8	1	4	-11	0	-2
COc1cc2c(cc1OC)CN(C(=O)c1cccc(S(=O)(=O)N3CCc4ccccc43)c1)CC2	-2	10	13	-1	10	2	-3	5
C=CCNC(=S)NNC(=O)c1ccccc1	9	5	-1	-1	-2	1	4	2
Cc1c(N=CN2CCOCC2)c(=O)n(C)c(=O)n1C	19	-2	-3	-9	12	-8	0	-11
Cc1ccc(-c2noc(-c3ccccc3C(=O)NCC3CCCO3)n2)cc1 (stereo not drawn)	11	10	-3	-6	14	-7	-1	-13
CCOc1ccc(-c2cc(C)n3nc(C(N)=O)cc3n2)cc1	-442	-2	0	11	29	1	-19	-4
CCN(CCNC(=O)C1CC(=O)N(CCc2ccccc2)C1)c1ccccc1 (stereo not drawn)	16	-6	8	-4	-3	-21	0	-8
Cc1cc(/C=N/Nc2ccc([N+](=O)[O-])cn2)c(C)n1-c1cccc(C(=O)O)c1	30	7	-5	3	39	5	23	-2
COc1ccccc1-n1c(SCC(=O)Nc2cc(C)on2)nc2c([nH]c3ccccc32)c1=O	-35	4	-3	2	15	19	-1	13
CN1CCN(C2=NC(=O)/C(=C/c3cn[nH]c3-c3ccccc3)S2)CC1	-22	-1	-11	3	5	-1	-1	-8
CCOC(=O)C1=C(C)Nc2ccccc2N=C1NC(=O)C(c1ccccc1)c1ccccc1	14	-4	9	3	6	-11	1	-1

Arranged by count of non-hydrogen atoms (rising): part of the list above.
SMILES	SENP8 block-1	SENP7 inh	Apaf-1 inh	HKDC1 inhibitor	PfGluPho inh	SENP6 inh	SENP1 FRET inh	SENP8 block-2
C=CCNC(=S)NNC(=O)c1ccccc1	9	5	-1	-1	-2	1	4	2
CCOc1ccc(-c2cc(C)n3nc(C(N)=O)cc3n2)cc1	-442	-2	0	11	29	1	-19	-4
Cc1cc(/C=N/Nc2ccc([N+](=O)[O-])cn2)c(C)n1-c1cccc(C(=O)O)c1	30	7	-5	3	39	5	23	-2
COc1cc2c(cc1OC)CN(C(=O)c1cccc(S(=O)(=O)N3CCc4ccccc43)c1)CC2	-2	10	13	-1	10	2	-3	5

Further results.
SMILES	SENP8 block-1	SENP7 inh	Apaf-1 inh	HKDC1 inhibitor	PfGluPho inh	SENP6 inh	SENP1 FRET inh	SENP8 block-2
O=C(O)c1ccc(Nc2ncnc3scc(-c4ccccc4)c23)cc1	-50	6	-6	10	-44	7	-3	15
Cn1nnnc1SCC(=O)Nc1ccc(Cl)cn1	-6	3	7	-2	8	12	-1	4
CC(=O)c1ccc([N+](=O)[O-])c(CS(=O)(=O)c2ccc(Cl)cc2)c1	14	3	0	-2	-6	-2	1	0
C/C(=N/NC(=O)c1ccoc1C)c1ccc(N2CCOCC2)cc1	-11	1	-5	-16	0	10	-1	3
COc1cccc(-c2nc(NCc3ccccc3)c3ccccc3n2)c1O	12	5	15	-2	5	-8	2	1
CCc1nnc(NC(=O)CSCc2cc(=O)n3cc(C)sc3n2)s1	-18	0	-5	-5	6	9	-2	7
Cc1csc(NC(=O)C2=COCCO2)n1	-1	45	-3	0	-6	41	0	14
O=C1CCCN2N=C(SCC(=O)Nc3ccc(F)cc3F)SC2=N1	2	11	-4	-1	-9	-16	1	3
CCCn1c(=O)c2sccc2n2c(CCCC(=O)NCc3cccnc3)nnc12	-8	-6	1	-5	13	-6	-1	-3
COc1ccccc1NC(=S)NNC(=O)c1ccccc1	-5	27	5	2	-16	32	1	26
CCc1ccc(NC(=O)CC2C(=O)N(c3ccc(OC)cc3)C(=O)N2CCOC)cc1 (stereo not drawn)	6	-1	4	-4	12	9	-2	-6
O=C(COC(=O)c1cccnc1Cl)NCc1cccs1	6	-3	-7	-6	4	-2	-1	-2
CCOC(=O)c1ccc(NC(=O)CSc2nnc(CNC(=O)c3c(F)cccc3Cl)o2)cc1	17	6	3	5	-4	-13	2	3
CN(Cc1ccccc1)C(=O)c1ccccc1C(=O)OCC(=O)N(Cc1ccccc1)C(C)(C)C	1	-12	25	-3	15	8	1	6
c1cncc(-c2noc(CC3CCCCC3)n2)c1	31	-6	8	2	-7	10	0	-11
COc1cc(NS(=O)(=O)c2ccc(NC(=O)COc3ccc(C)cc3C)cc2)nc(OC)n1	21	-6	-3	-7	-11	4	2	-7
COc1ccc(NC(=O)CSCC(=O)Oc2c(OC)cccc2OC)cc1	0	-6	-1	-7	6	-9	0	-1
O=C(NCc1ccco1)C1(c2ccc(Cl)cc2)CCCC1	14	-2	-10	10	-3	-9	1	1
O=C(NCC(=O)N1CCc2ccccc2C1)c1ccc(Cl)cc1Cl	16	-18	12	6	3	-36	1	-3
Cc1cc(C)nc(Nc2ccccc2F)n1	-3	-10	-7	-8	-10	-29	8	-12
C=CCN(c1ccccc1)S(=O)(=O)c1cccc(C(=O)NNC(=O)c2ccccc2O)c1	-1	-3	9	14	-51	-4	-5	-6
COc1ccccc1CCC(=O)Nc1cccc(S(=O)(=O)N2CCOCC2)c1	-6	13	-5	2	0	-13	1	-12
COc1ccc(C2CC(C(F)(F)F)n3nc(C(=O)N(C)Cc4cn(C)nc4C)c(Cl)c3N2)cc1 (stereo not drawn)	22	6	4	-10	-12	-3	3	1
CC(C)(C)C(=O)N1N=C(c2cccc(NS(C)(=O)=O)c2)CC1c1cccs1 (stereo not drawn)	-43	2	-11	-1	2	-12	-2	-8
CCn1cc(C(=O)NCc2ccccc2OC)c(=O)c2ccc(C)nc21	.	-4	14	-7	4	-8	.	-5
COc1ccc(CC(=O)Nc2ccc(S(=O)(=O)N(C)C3CCN(C)CC3)cc2)cc1	5	-2	4	2	-18	2	0	-10
O=C(O)c1csc(-c2cccc(Cl)c2)n1	17	3	-13	1	26	8	1	6
O=C1c2ccccc2C(=O)c2cc(S(=O)(=O)Nc3ccccc3)ccc21	20	-2	17	10	-10	-5	-2	-7
O=C(Oc1ccccc1C(=O)Oc1ccccc1)c1ccco1	0	-3	10	-3	-2	-7	1	1
O=C(CCC(=O)OCC(F)(F)C(F)F)NCc1ccccc1	4	-3	-13	-13	2	-6	2	2
Cc1onc(-c2ccccc2)c1-c1nc2cc(Cl)ccc2c(=O)o1	-30	-1	12	0	-1	4	-1	2
CCCN(CCC)c1nc2c(C)cccn2c(=O)c1/C=C1/SC(=S)N(Cc2ccco2)C1=O	30	3	16	1	10	9	-20	3
O=C(/C=C/c1cccc(F)c1)Nc1ccc(S(=O)(=O)N2CCOCC2)cc1	-10	-4	13	8	0	-24	3	-15
O=C(CSc1ccc(-c2cccs2)nn1)NCCc1ccccc1	6	0	3	1	-12	-10	-1	0
COc1ccc(OC)c(/C=N/NC(=O)CCN2CCN(C(c3ccccc3)c3ccccc3)CC2)c1	-398	-4	12	-1	-1	-17	1	-5
CN(C(=O)c1ccc2c(c1)SC1=NS(=O)(=O)CCN12)C(c1ccccc1)c1ccccc1	9	-7	17	-6	13	-17	-3	-9
COc1ccccc1C(=O)n1nc(-c2ccccc2)nc1NCc1ccco1	9	1	-12	-10	23	3	3	4
O=c1cc(-c2ccc(O)cc2)oc2ccccc12	4	1	6	-5	3	0	-62	0
O=C(O)CC(CC(=O)O)c1ccsc1	11	6	-4	-4	-1	-8	2	-2
Cc1ccc(S(=O)(=O)N2CC=C(c3ccc(F)cc3)CC2)cc1	-8	-2	10	-1	16	-14	-1	-3
Cc1ccccc1S(=O)(=O)Oc1ccccc1C(=O)Oc1ccccc1	15	-8	14	2	15	-26	-2	3
O=C(NCc1ccco1)C(c1cccs1)N(C(=O)C1COc2ccccc2O1)c1cccc(O)c1 (stereo not drawn)	26	-5	17	6	-5	-2	-1	-3
CC(Oc1ccc(Br)cc1)C(=O)NCC(c1cccs1)N1CCOCC1 (stereo not drawn)	15	-5	18	-4	-8	3	-1	-1
Cc1ccccc1-n1c(=O)cc(NCC2CCCO2)[nH]c1=O (stereo not drawn)	15	8	-11	-9	-10	-18	1	-10
S=C1NC(c2ccccc2)N2C(=S)NC(c3ccccc3)N12 (stereo not drawn)	15	52*	-8	4	20	69*	0	38
COc1ccccc1OCCNC(=O)c1ccc(C)o1	5	-7	-3	6	18	-10	0	-4
CCCC(=O)C1=C(O)C(C(=O)OC)C(C)(C)CC1=NCCCCCC(=O)O (stereo not drawn)	4	-6	-3	-8	-4	-7	2	-3
CCN(CC)c1ccc(-c2sc(Nc3ccccc3)n[n+]2-c2ccc(F)cc2)cc1	-473	0	27	2	-1	-18	51	-3
O=C(NNc1ccccn1)c1ccc(Cl)nc1	18	3	-12	-9	2	11	-1	4
O=C(N1CCOCC1)N1CCC(c2nc(-c3ccc(S(=O)(=O)N4CCOCC4)cc3)no2)CC1	-16	1	-23	-7	-13	-8	2	8
COc1ccccc1CCNC(=O)CSc1ccc(-c2ccco2)nn1	4	-7	3	-2	21	23	-9	-5
O=C(CCNS(=O)(=O)c1ccccc1C(F)(F)F)Nc1ccncc1	4	2	-6	0	9	-2	1	-9
CC(C)C[C@@H](CN)NC(=O)c1nc[nH]c1C(=O)N[C@@H](C)C(=O)CNC[C@H](C)NC(=O)c1nc[nH]c1C(=O)N[C@@H](CC(=O)O)C(=O)O	2	.	.	-6	7	.	0	.
Cc1cccc(CSC2=NCCN2C(=O)c2ccc(S(=O)(=O)N(C)C)cc2)c1	24	7	5	-3	-5	-8	2	-3
CC(=O)Nc1ccc(NC(=O)c2ccccc2F)cc1	10	1	-11	-8	-2	6	2	-3
CC(C)N1CCc2c(sc(NC(=O)CCc3ccccc3)c2C(N)=O)C1	-255	3	1	-3	17	12	-27	-1
Cc1cc(C)nc(-n2ncc3c2CC(C)CC3=O)n1 (stereo not drawn)	22	0	0	-4	6	0	2	4
CC(C)Cc1csc(NC(=O)c2ccccc2Cl)c1C(=O)O	11	5	21	-5	-10	8	-2	9
O=C(NNC(=S)Nc1cccc(C(F)(F)F)c1)c1ccc(Cl)cc1Cl	0	-10	7	-31	-6	-22	1	-10
CCOC(=O)C1(P(=O)(c2ccc(Cl)cc2)c2ccc(Cl)cc2)CCC1	26	1	2	7	6	-9	-2	7
CC/C(C)=N/NC(=O)c1[nH]c2ccc(C)cc2c1-c1ccccc1	-159	6	10	1	5	5	-1	5
O=C(NCC(=O)N1CCN(C(c2ccccc2)c2ccccc2)CC1)c1ccccc1F	5	7	21	-4	0	-9	-1	-7
